# From PubChem BioAssay
# MT stabilizer: microtubule stabilizers in HeLa cells, primary screen, imaging, high-content imaging | HeLa tubulin immunostaining HCS, 24 h; share of cells brighter than vehicle mean+2SD | % tubulin-high responders, % at 10 µM | 200,000 tested, 0.83% active | AID 2205, 2009;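 active means plate Z-score above 3 for both tubulin-high and condensed-nucleus cell shares, with cell loss under 80%, at 10 µM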;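 further: anti alpha tubulin signal scored within the nucleus-defined area of each cell; some results filed as inactive read as strong as hits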
# bCat nuc transl: modulators of beta-catenin nuclear translocation, primary screen, imaging, HeLa cells, immunofluorescence, high-content; nuclear translocation activity, % at 5 µM; 190,000 tested, 0.3% active;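 active means nuclear translocation activity above 50% at 5 µM, with a well cell count of 50 or more; inconclusive means wells under 50 cells across six images, flagged as toxic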;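 further: per-cell ratio of nuclear to cytoplasmic median beta-catenin stain intensity; plate controls were DMSO negative control for no effect and GSK-3 inhibitor IX positive control for full effect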
#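 Signal – beta-catenin immunofluorescence imaging with DAPI · Test system – human HeLa cell line · Dosing – 5 µM primary single dose, 0.1% DMSO, 0.02–20 µM confirmation series · Measure – % activation, nuclear-to-cytoplasmic median beta-catenin signal ratio per cell · Incubation – 24 h compound exposure at 37°C, 5% CO2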
# Dynein transport: inhibitors of GR-EGFP nuclear translocation, primary screen, dynein cargo transport inhibitor project, imaging, high-content, 3617.4 mouse cells; z-score, hits read low; 220,000 tested, 0.47% active; test concentration mostly 20 µM; stimulated with dexamethasone, 1 µM; active compounds read low; AID 1381, 2008;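 active means plate z-score of nuclear minus cytoplasmic receptor signal below a set negative limit, without overly bright fluorescence or cell loss, cut at about -3.5 in these data, passing the limit was not always enough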;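 further: z-score of nuclear minus cytoplasmic ring GR-EGFP intensity difference per well; some compounds called inactive have numbers as strong as hits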
#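 Buffer or medium – tet-free medium with charcoal-stripped serum · Signal – automated 10x imaging of fixed Hoechst-stained cells · Also added – dexamethasone agonist, 1.0 µM final, for 30 min · Incubation – induction 48 h, compound 1 h, agonist 30 min · Read-out – GR-EGFP nuclear translocation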
# Autophagy mod: autophagy modulators in MEF cells, primary screen, imaging, high-content, MEF GFP-LC3. MEF GFP-LC3 puncta imaging; test concentration mostly 10 µM. 190,000 tested, 0.98% active. calls only at 10 µM (by protocol);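 active means percentage of spot-positive cells more than 3 SD above its plate mean, without a fluorescence outlier flag or 80% toxicity; inconclusive means no clear call, values can overlap the other calls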;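 further: spot-positive cell cutoff set from DMSO-treated cells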
# T cell modulator: modulators of CD8 T cell-vesicle binding, primary screen, mouse 2C CD8+ T cells, flow cytometry; 2C CD8+ T cell-vesicle binding; active compounds read low; calls only at 7 µM; 330,000 tested, 0.068% active; AID 2052, 2009;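 active means response, share of CD8 T cells binding vesicles, and their 90th percentile fluorescence all below set limits, cut at about 80% in these data, passing the limit was not always enough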
#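 System: murine 2C transgenic CD8+ T lymphocytes; also added: QL9-loaded Drosophila micro-vesicles; times: binding 1.5 h at 37 °C; measured by: flow cytometry, PE anti-B7-1 (FL2) versus Alexa647 anti-CD8 (FL8), PFA-fixed; control set: Peptide-free naked vesicles (low) and QL9 vesicles with 0.7% DMSO vehicle (high)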
# PhoP inhibition: inhibitors of PhoP regulon expression, primary screen, Salmonella Typhimurium, GFP reporter (AID 1863). S. Typhimurium PhoP-regulated promoter GFP reporter, 4 h; higher % means a stronger effect. inhibition, % at 50 µM, or IC50 in µM where a hit was titrated. 300,000 tested, 0.16% active;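 active means inhibition over 29.93%, a cutoff 3 SD above the screen mean, later confirmed by dose response; inconclusive means inhibition over 29.93% but no dose response follow-up; inactive means inhibition at most 29.93% or unconfirmed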;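 further: 0% = low Mg2+ inducing control and 100% = high Mg2+ repressing control; strong numbers were not always called active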
# Ins promoter up: insulin promoter activators in MIN6 cells, imaging, high-content screening, mouse beta cells; MIN6 insulin promoter-GFP reporter; active compounds read high; 190,000 tested, 0.3% active; AID 1625, 2009; z-score at 5 µM;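 active means z-score above 3 at 5 µM with at least 500 cells counted in the well; inconclusive means wells under 500 cells, flagged as cytotoxic or low count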
# CSM14.1 death rescue: rescue of cells from ER stress-induced death, primary screen, 384-well, CSM14.1, thapsigargin, ATP luminescence (AID 1222); CSM14.1 thapsigargin-induced death rescue, ATP luminescence; higher % means a stronger effect; one-dose cellular ATP content (survival), % at 20 µM; EC50 in µM for titrated hits; 190,000 tested, under 10 active;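 active means EC50 below 50 µM in the dose-response confirmation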;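 further: death triggered by thapsigargin at about 15 µM added after 2 h compound pretreatment; cell ATP read after overnight thapsigargin exposure of roughly 18 to 22 hours; normalized against plate controls of thapsigargin alone and 5% DMSO vehicle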
# Lipid droplet: inhibitors of hepatocyte lipid droplet formation, primary screen, imaging, high-throughput imaging, BODIPY stain. AML12 mouse hepatocytes, oleate lipid droplets. inhibition, % at 6.5 µM. 240,000 tested, 0.4% active;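 active means lipid droplet intensity inhibited by at least 50%, with more than 500 cells counted; inconclusive means wells with under 300 cells, treated as cytotoxic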
#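 Technique: fluorescence imaging, 20x objective, two fields per well / Assay system: AML12 hepatocytes (mouse) / Measure: % inhibition of lipid droplet signal / Doses: 6.5 µM single-point dosing / Incubation: overnight exposure / Reagent: 100 µM oleic acid challenge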
# Dynein transport cytoplasmic EGFP: recorded beside Dynein transport, whose call it bears; z-score; measured here: cytoplasmic GR-EGFP intensity; active compounds read high
# Dynein transport nuclear GR-EGFP: further read-out of Dynein transport, marked with its call; z-score; measured here: nuclear GR-EGFP intensity;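 lower value marks the stronger effect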
# Dynein transport cell count: also measured in Dynein transport; calls as there; z-score; measured here: cell count per field
# Ins promoter up cell count: recorded beside Ins promoter up, whose call it bears; cell count; measured here: cytotoxicity, nuclei count;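 total cells summed across four imaged fields per well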
# Lipid droplet cells 6.5 µM: further read-out of Lipid droplet, marked with its call; cell count; measured here: cell count, cytotoxicity flag;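 cells counted across two imaged fields per well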
# bCat nuc transl cell count 5 µM: also measured in bCat nuc transl; calls as there; cell count; measured here: cell count, cytotoxicity flag
# T cell modulator vesicle-bound %: further read-out of T cell modulator, marked with its call; double positive events, %; measured here: CD8+ vesicle-bound cell fraction;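 binding gate set so that unloaded-vesicle control wells show 10% double positive cells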
# MT stabilizer Hoechst-high %: further read-out of MT stabilizer, marked with its call; % Hoechst-high responders; measured here: nuclear condensation Hoechst responders;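 share of cells brighter than vehicle mean plus two SD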
# MT stabilizer cytotoxicity %: recorded beside MT stabilizer, whose call it bears; toxicity, %; measured here: cytotoxicity by cell density;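 0% = mean cell density of plate MIN control wells and 100% = no cells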
# Autophagy mod cell loss 18 h: further read-out of Autophagy mod, marked with its call; toxicity, %; measured here: cell loss, nuclei count;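 cell loss after 18 h compound exposure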
# * marks the source's active call; other numbers are inactive results; i = inactive; ? = inconclusive; nt = not tested or not shown. Compounds as they come; overall some 3% were active at least once.
SMILES,MT stabilizer,MT stabilizer Hoechst-high %,MT stabilizer cytotoxicity %,bCat nuc transl,bCat nuc transl cell count 5 µM,Dynein transport,Dynein transport cytoplasmic EGFP,Dynein transport nuclear GR-EGFP,Dynein transport cell count,Autophagy mod,Autophagy mod cell loss 18 h,T cell modulator,T cell modulator vesicle-bound %,PhoP inhibition,Ins promoter up,Ins promoter up cell count,CSM14.1 death rescue,Lipid droplet,Lipid droplet cells 6.5 µM
CC(C)Nc1nc(SC(C)C(=O)Nc2ccccc2)nc(N(C)C)n1 (stereo unspecified),2.0,1.5,9.2,-0.9,1011,-0.038,-0.29,0.094,0.077,i,3,i,45,0%,-0.14,1367,2.8%,12,746
O=C(O)CSc1c2c(nc3cc(C(=O)NCCN4CCOCC4)ccc13)CCC2,nt,nt,nt,0.1,1275,-0.056,-0.28,-0.14,0.53,nt,nt,i,49,-9%,0.82,1072,nt,-28,753
O=C(CNc1cccc2ccccc12)c1ccc([N+](=O)[O-])cc1,3.4,2.3,4.8,-1.0,1007,-1.7,-0.011,-1,0.21,i,29,i,12,?,0.1,1346,7.7%,-50,516
COc1cc2c(OC)cccc2cc1C(=O)O,2.9,2.3,5.1,1.8,901,1,-0.24,0.51,0.054,i,4,i,27,-3%,0.92,1321,-2.8%,0,807
CSc1oc(-c2cccs2)nc1S(=O)(=O)c1ccccc1,nt,nt,nt,0.6,1313,0.98,-0.18,1.1,-0.54,nt,nt,i,55,-4%,-0.43,1035,nt,-1,662
CN(C)CCCC1(O)c2ccccc2C=Cc2ccccc21,3.8,1.7,3.9,1.2,509,0.41,-0.23,0.014,0.82,i,-2,i,35,8%,nt,nt,-1.8%,5,808
CCC1CCc2c(sc(NC(=O)C3CC=CCC3C(=O)O)c2C#N)C1 (stereo unspecified),3.3,3.2,7.7,-3.3,506,-0.55,-0.27,-0.58,0.72,i,-4,i,30,3%,0.65,1297,-1.6%,0,760
N#Cc1cccc(S(=O)(=O)NCC(=O)OCC(=O)c2ccc[nH]2)c1,4.0,2.2,5.8,-3.0,1203,0.15,-0.37,0.013,0.15,i,-6,i,68,6%,-0.04,1590,-0.2%,19,667
Clc1cc(Br)ccc1OCCN1CCOCC1,2.2,3.7,5.7,nt,nt,-0.32,-0.27,-0.59,0.66,i,-9,i,0,10%,0.54,1323,2.8%,2,661
CC(C)n1cc(/C=C(\C#N)S(=O)(=O)c2ccccc2)c2ccccc21,2.1,1.4,3.9,nt,nt,0.24,-0.24,0.14,0.16,i,-3,i,61,9%,2.4,1264,-3.4%,-4,722
CC1CCN(S(=O)(=O)c2ccc3ncn(CC(=O)N(C)Cc4ccccc4)c(=O)c3c2)CC1,4.2,1.8,7.8,2.2,1397,0.15,-0.34,0.09,0.4,i,8,i,1,1%,-0.26,1652,-1.0%,nt,nt
Fc1ccc(N2N=C(c3cccs3)CC2c2ccccc2)cc1 (stereo unspecified),1.9,2.4,2.6,-0.9,1051,-1.3,-0.36,-0.64,0.44,i,-1,i,57,3%,-0.79,948,0.5%,6,775
COC(=O)c1ccc(Sc2ccccc2NS(=O)(=O)c2ccc(C)cc2)nc1,2.1,0.9,2.4,nt,nt,0.8,-0.19,-0.23,-0.092,i,-1,i,8,33%,nt,nt,4.1%,nt,nt
CS(=O)(=O)n1nc(OC(=O)c2cccs2)cc1N,4.0,1.9,10,-2.0,1171,-0.48,-0.21,0.078,-0.81,i,-11,nt,nt,10%,nt,nt,-0.6%,11,722
Cc1ccc(COc2ccccc2-c2cc(C(=O)N/N=C/c3cccnc3)[nH]n2)cc1,nt,nt,nt,35,369,-1,-0.31,-0.66,1.3,nt,nt,i,24,-4%,nt,nt,nt,-30,698
CCCCCCCCCSc1n[nH]c(N)n1,3.1,2.3,10,nt,nt,0.55,-0.16,-0.064,0.25,i,30,i,33,8%,nt,nt,3.2%,nt,nt
CC(=O)Nc1ccc(S(=O)(=O)C(C#N)c2nc3ccccc3nc2NCCO)cc1 (stereo unspecified),nt,nt,nt,-0.4,1232,-0.86,-0.25,-0.28,0.73,nt,nt,i,12,-2%,-0.59,1356,nt,-18,738
Cc1ccc(S(=O)(=O)Oc2ccc(/C=C(/NC(=O)c3ccccc3)C(=O)NCC(=O)O)cc2)cc1,0.9,1.2,0.9,0.7,997,-0.23,-0.3,-0.041,0.28,i,-4,i,67,2%,nt,nt,0.8%,1,665
O=C(CCC(=O)N1CCN(S(=O)(=O)c2ccc(Cl)cc2)CC1)Nc1ccc2ccccc2c1,0.8,3.3,11,0.0,953,-0.15,-0.33,-0.45,0.22,i,1,i,51,-11%,0.48,1335,0.3%,-16,588
Cc1cccc(OCC(=O)Nc2ccccc2C(F)(F)F)c1,3.2,1.9,6.2,-5.2,566,0.83,-0.29,0.3,-0.3,i,-1,i,13,9%,-0.01,1384,5.9%,13,630
COc1cc(/C=C2\SC(=Nc3cccnc3)NC2=O)cc(OC)c1OC,nt,nt,nt,-1.8,1150,0.33,-0.25,0.13,-0.65,nt,nt,i,30,-20%,0.42,1424,nt,7,632
CNC(=O)c1cc(C(=O)c2c(Cl)cccc2Cl)c[nH]1,5.8,3.0,6.2,-5.0,745,-0.47,-0.34,0.31,0.98,i,22,i,53,-1%,0.39,1554,0.3%,16,675
COc1cc(OC)cc(C(=O)Nc2nnc(Cc3ccc(OC)c(OC)c3)s2)c1,3.9,1.5,13,3.2,1010,2,-0.24,1.2,-0.84,i,11,i,44,-10%,-0.47,1233,0.5%,-7,741
Cc1[nH]c(=O)[nH]c(=O)c1S(=O)(=O)N1CCN(c2ccccc2F)CC1,1.1,2.0,9.7,-1.2,1141,0.83,-0.2,1.1,0.71,i,-35,i,8,-3%,0.05,1955,-1.5%,-9,469
COc1ccc(C(=O)Nc2sc3c(c2C(=O)NCc2ccco2)CCCC3)cc1OC,i,nt,100,nt,nt,1.1,-0.24,0.61,-0.0033,i,1,i,52,4%,nt,nt,0.6%,69*,821*

# (listing goes on)
SMILES,MT stabilizer,MT stabilizer Hoechst-high %,MT stabilizer cytotoxicity %,bCat nuc transl,bCat nuc transl cell count 5 µM,Dynein transport,Dynein transport cytoplasmic EGFP,Dynein transport nuclear GR-EGFP,Dynein transport cell count,Autophagy mod,Autophagy mod cell loss 18 h,T cell modulator,T cell modulator vesicle-bound %,PhoP inhibition,Ins promoter up,Ins promoter up cell count,CSM14.1 death rescue,Lipid droplet,Lipid droplet cells 6.5 µM
CCC(C)NC(=O)Nc1ccc(C)cc1C (stereo unspecified),2.1,2.3,6.7,-0.7,1473,0.02,-0.34,-0.079,0.68,i,38,i,61,-2%,-0.09,1473,-1.0%,-16,668
CCC(CC)COC(=O)C(C#N)c1nc2ccccc2nc1N1CCN(CC)CC1 (stereo unspecified),2.7,1.8,8.9,-3.7,958,-0.8,-0.097,-0.3,1,i,-9,i,20,14%,-3.8,839,0.0%,nt,nt
NS(=O)(=O)c1ccc(F)c(C(=O)O)c1,nt,nt,nt,-2.6,1077,-0.51,-0.3,-0.29,1.1,nt,nt,i,48,-3%,-0.26,1434,nt,-4,735
N=c1sccn1CC(=O)Nc1cc(S(=O)(=O)N2CCCC2)ccc1Cl,2.1,1.6,7.5,0.3,1014,-0.87,-0.18,-0.81,1.4,i,17,i,45,10%,-0.95,1292,-1.7%,-2,707
COc1ccc(N2C(=O)C3C(C2=O)C(C(=O)c2ccc(Cl)cc2)N2CCCC32)cc1 (stereo unspecified),nt,nt,nt,-1.0,1277,0.43,-0.044,0.34,-0.13,nt,nt,i,23,5%,0.35,931,nt,-2,695
CCc1cccc(C)c1NC(=O)COC(=O)CNS(=O)(=O)/C=C/c1ccccc1,2.5,1.6,1.9,-4.2,555,0.82,-0.28,0.1,-0.56,i,-6,i,6,6%,1,1287,-1.6%,0,642
COc1cccc(-c2nc(CC(=O)O)cs2)c1OC,2.6,3.2,18,-5.8,1287,-0.01,-0.087,-0.27,0.48,i,50,i,33,-2%,-0.17,1345,-2.1%,6,765
COc1ccc2cc3c(N)c(C(=O)NCc4ccco4)sc3nc2c1,3.2,1.2,3.5,-5.0,1143,-0.23,-0.16,-0.027,0.57,i,-14,i,11,1%,0.13,1810,-1.2%,22,701
Cc1cc(CC(C)C)n(-c2nc3ccccc3c(=O)n2OCC(N)=O)n1,6.6,1.3,5.9,-2.6,804,0.19,-0.2,0.36,-0.44,i,-8,i,47,0%,2.8,1300,0.4%,nt,nt
